# From PubChem BioAssay
# Pf Dd2 growth = blocks in vitro growth of P. falciparum Dd2; AID 1347417; 120,000 tested, 4.3% active; P. falciparum Dd2 growth, SYBR Green, 72 h; Potency, µM (series often up to 28.9 µM), inactives show at the top dose activity, negative = inhibition, usual class: inhibitors; active = well fitted inhibition curve with a large enough effect; inconclusive = small, poorly fitted or top-dose-only effect; inactive = no such curve, though single readings can be large or run the other way;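 note: plate controls were DMSO vehicle for no effect and reference drug for full effect; nearly all actives have a fitted effect of over 65% in size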
#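 Readout: SYBR Green fluorescence, 485 nm excitation, 535 nm emission, after ~16 h lysis at 37C. Before that, Dd2-infected red cells (2.5% hematocrit) grew 72 h with compound, 29 uM top final concentration.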
# Active calls of the source: *; i = inactive; ? = inconclusive; [ ] = dose if it differs, or a comment. Potency is the fitted concentration of half-maximal effect. This is a subset; count on the stated rates, not on these rows.
molecule	Pf Dd2 growth
COc1ccc(CCCNc2cc(C3CC(O)C3)ncn2)cc1 (stereo unspecified)	-11%
CN(Cc1ccc(-c2ccccc2)cc1)C(=O)Cc1ccccn1	i
CC(=O)N[C@@H]1CNC[C@H]1CO	37%[activator]
CN(Cc1ncc[nH]1)c1ccc(-c2nc(CCCc3ccccc3)no2)cn1	4.5µM*
Oc1ccccc1CNC1(Cc2cc(-c3ccc(F)cc3)on2)COC1	?
COc1ccc(C(=O)Nc2nc3c(s2)CCc2cc(OC)ccc2-3)cc1	?
COc1ccc(-c2noc(CSc3nnc(C)n3-c3ccc(C)c(C)c3)n2)c(OC)c1	?
COCCC1(NC(=O)C2CCOCC2)CCN(C(=O)C2CCCCC2)CC1	-23%
Cc1ccc(CN(Cc2ccco2)C(=O)c2ccccc2Br)o1	-7%
CN(Cc1cccn1C)C(=O)C1CC1	?
Cc1ccccc1N(C)C1CN(Cc2cccs2)C1	?
COc1cccc(CSc2nc3ccncc3n2CC(=O)Nc2ccc(OC)c(OC)c2OC)c1	-10%
COC1CCN(C(=O)Cc2c[nH]c3ncc(-c4cccnc4)cc23)CC1	-2%[44.1 µM]
COc1cc(CN2C[C@@H]3C(=O)N(Cc4ccc5c(c4)OCO5)C(=O)[C@@H]3C2)cc(OC)c1	16%
COc1ccc(C(=O)N[C@@H]2CN(S(C)(=O)=O)C[C@H]2CN(C)C)c(C)c1	i
CCOc1ccc(-n2ccnc2SCC(=O)Nc2cc(C)ccc2C)cc1	i
O=C(c1nc(-c2ccccc2)c2ccccn12)N1CCN(c2ncccn2)CC1	-6%
COC[C@@H]1CN(C(=O)c2c(F)cccc2Cl)C[C@H]1C(N)=O	-5%
O=C1CCN(C(=O)c2cc3ccccc3[nH]2)CCCC(CO)CCN1 (stereo unspecified)	-1%
COC(=O)c1ccc(NC(=O)c2c(-c3ccccc3)c(-c3ccccc3)nn(C)c2=O)cc1	i
CCOc1cc(C)c(CN2C[C@@H](CN(C)C)C[C@H](CO)C2)cc1C(C)C	?
Cc1ccccc1-c1[nH]nc2ncc(-c3cn[nH]c3)nc12	?
CCOc1ccccc1C1C(C(=O)Nc2ccccc2)=C(C)Nc2c(C(=O)Nc3ccc(F)cc3)cnn21 (stereo unspecified)	?
CC(C)CN(Cc1cccnc1)C1CN(C(=O)COc2ccc(F)cc2)C1	?
CNC(=O)[C@@H]1CN(Cc2ccc(C#N)cc2)C[C@H]1COC	?
CC1(C)[C@H](Cc2cc(CN3CCOCC3)on2)C[C@@H]1N	-17%[44.1 µM]
CCNC(=O)C1CCCN(c2ncnc3onc(C)c23)C1 (stereo unspecified)	-7%
COc1cccc(NC(=O)c2oc3ccccc3c2NC(=O)c2ccc(C(F)(F)F)cc2)c1	i
COc1ccc(CN2CCOC(c3cccnc3)C2)cc1Cn1cccn1 (stereo unspecified)	i
Cc1nc(CCNC(=O)C2CNCCO2)nc2c1CCCC2 (stereo unspecified)	18%
COc1ccc(CN2C(=O)C(NC(=O)c3ccccc3OC)(C(F)(F)F)N=C2c2ccccc2)cc1 (stereo unspecified)	i
CCN(CC1CCCO1)C(=O)C1CCN(c2nc(-c3ccccc3)nc3c2CCC3)CC1 (stereo unspecified)	11µM*
COc1ccc(Cl)cc1C(=O)N1C[C@@H](CO)[C@H](c2ccccn2)C1	22%
Cn1cc(-c2ccccc2)cc1C(=O)O	i
Cc1oc(-c2cccc(Br)c2)nc1CSc1nc2ncccc2[nH]1	25%
CCn1nc(CNC(=O)C2CC3(CCNCC3)CN2)c2ccccc21 (stereo unspecified)	-5%
CNC(=O)[C@@H]1C[C@@H](NC(=O)c2ccc3n[nH]nc3c2)CN1C(=O)CSC	-16%
CCOC(=O)c1ccc(N2C(=O)c3[nH]nc(-c4ccc(C)cc4)c3C2c2ccc(O)cc2)cc1 (stereo unspecified)	?
O=C(NC1CCN(c2ccccc2)C1=O)c1cccc(Br)c1 (stereo unspecified)	-15%
CCOCCNc1cc(Cl)nc2ccnn12	i
O=C(c1cncc(Br)c1)N1CCC(Cc2nc(C3CCOCC3)no2)CC1	23%
CCOc1ccc(NC(=O)C2CCCCC(=O)N2)cc1 (stereo unspecified)	-5%
Cc1ccc(-n2c(C3CCN(C(=O)c4ccc(Cl)cc4)CC3)n[nH]c2=O)cc1	?
CCc1cccc(NC(=O)c2cc(S(=O)(=O)N3CCCCCC3)cn2C)c1	i
Cn1c(=O)n(C)c2cc(S(=O)(=O)NCC3(O)CCCNCC3)ccc21 (stereo unspecified)	-9%
CNc1ccnc(N2CCC3(CCCN(C4CCOCC4)C3=O)C2)n1 (stereo unspecified)	-7%
O=C(CN1CCCCCC1)N1CC(Oc2ccccc2-c2nc(C3CC3)no2)C1	11µM*
COc1cccc(-c2ccc3c(N)c(C(=O)Nc4cc(F)ccc4F)sc3n2)c1	43%[activator][5.79 µM]
Cc1ccc2nc(-c3ccc(C)c(NC(=O)Cc4ccccc4)c3)oc2c1	-10%
Cc1cc2c(c(=O)n(-c3ccccc3)c(=O)n2CC(=O)Nc2ccc3c(c2)OCO3)n1C	-24%
COc1ccc2[nH]c3c(c2c1)CCNC31CCN(C(=O)c2cc(C)nn2C)CC1	?
N#Cc1cccc(CN2CC3(COCC(=O)N(Cc4cccc(OC(F)(F)F)c4)C3)C2)c1	-24%
CN(C)c1ccc(-c2noc([C@@H]3CCCN3C3CCOCC3)n2)cn1	i
CC1=C(C(=O)Nc2cccc(C(F)(F)F)c2)C(c2ccccn2)n2ncnc2N1 (stereo unspecified)	18%
COCCNC(=O)[C@H]1C[C@H](Oc2cccnc2)CN1C(=O)Cc1c(C)noc1C	23%
Cc1cn2nc(-c3nc(C4CCCN(C(=O)c5ccc(C)s5)C4)no3)cc2c(=O)[nH]1 (stereo unspecified)	-12%
O=c1cc(-c2cccnc2)nc(-c2cccc(CN3CCNCC3)c2)[nH]1	-23%
Cc1cccc(NC(=O)Nc2ccc(C)n(CC(=O)NCCN3CCCC3)c2=O)c1	?
COc1cc(=O)n2c(c1C(=O)Nc1ccc(F)cc1)CCCC2	1%
CCCc1nc(C)cc(N2CCC3(CC2)CNC(C(=O)O)C3)n1 (stereo unspecified)	5%

# Going on with the list:
molecule	Pf Dd2 growth
O=C(CCC1CCN(C(=O)c2ccccc2)CC1)N1CCOCC1	-3%
CC(C)CN[C@H]1[C@H](O)[C@@H](N2CCC(Cc3ccccc3)CC2)[C@@H]2OC[C@H]1O2	4µM*
Cc1ccc(C(c2sc3nc(-c4ccco4)nn3c2O)N2CCCC2)cc1 (stereo unspecified)	5%
Cc1cn2nc(-c3nc(C4CCCN(C(=O)Cc5ccc(F)cc5)C4)no3)cc2c(=O)[nH]1 (stereo unspecified)	?
O=C(CC1C=CS(=O)(=O)C1)N1CCn2nc(Cc3ccccc3)cc2C1 (stereo unspecified)	-20%
O=C1NCCOCCN(C(=O)c2nccc3ccccc23)[C@H]2CCC[C@@H]12	21%
Cc1nonc1CC(=O)N1C[C@@H](NS(=O)(=O)N(C)C)[C@H](C(C)C)C1	-9%
CCN(CC)S(=O)(=O)c1ccc2c(c1)N(CC(=O)NCc1ccccc1)C(=O)C1CCCCN21 (stereo unspecified)	i
Cc1ccccc1CNC(=O)CCC[C@H]1NC[C@@H]2C[C@H]1CN(Cc1ccccc1)C2	?
O=C(NCc1ccco1)C1CC(c2ccccc2)CN(C(=O)c2ccc(F)cc2)C1 (stereo unspecified)	-7%
Cn1c(CO[C@H]2CN(S(=O)(=O)Cc3ccccc3)C[C@H]2F)nc2ccccc21	i
CNC(=O)C1CCC(Cn2c(=O)c3sccc3n(CC(=O)Nc3ccc(C)cc3C)c2=O)CC1 (stereo unspecified)	6%

# Some of these compounds in order of formula weight, lowest first.
molecule	Pf Dd2 growth
O=C1NCCOCCN(C(=O)c2nccc3ccccc23)[C@H]2CCC[C@@H]12	21%
O=C(CC1C=CS(=O)(=O)C1)N1CCn2nc(Cc3ccccc3)cc2C1 (stereo unspecified)	-20%
Cc1ccc(C(c2sc3nc(-c4ccco4)nn3c2O)N2CCCC2)cc1 (stereo unspecified)	5%

# Remaining list, next part
molecule	Pf Dd2 growth
Cc1ccc(S(=O)(=O)c2cn(C)c3cc(N4CCN(c5ccccc5)CC4)c(F)cc3c2=O)cc1	-24%
Cc1ccccc1NC(=O)c1c(NC(=O)c2ccncc2)sc2c1CCC(C(C)(C)C)C2 (stereo unspecified)	5.6µM*
CC(C)c1ccc(CC(=O)N2CCCc3ncc(C(=O)N4CCCC[C@@H]4c4ccccc4)cc32)cc1	28%
CN1c2cc(C(=O)Nc3cccc(OC(F)(F)F)c3)ccc2C(=O)N2CCCC21 (stereo unspecified)	-14%
N#Cc1ccc(CN2CCn3c(nn(-c4ccc(C(F)(F)F)cc4)c3=O)C2)cc1	-20%
NC(=O)[C@H](Cc1ccc(O)cc1)NC(=O)C1=C[C@@H](NC(=O)c2cccnc2)[C@@H](O)[C@H](O)C1	47%[activator]
C[S+](=O)([O-])N1C2CCC1CN(Cc1cccnc1)C2	-9%[44.1 µM]
Cc1ccc(NC(=O)CC(C)S(=O)(=O)c2ccc3c(c2)NC(=O)CO3)cc1C (stereo unspecified)	0%
Cc1ccc(NC(=O)N2CCCCCCNC(=O)CC2c2ccccc2)cc1C (stereo unspecified)	-6%
Cc1cccc(N2CCN(C(=O)Cn3c(C)c4cnn(-c5ccccc5)c(=O)c4c3C)CC2)c1C	-22%
O=C(Cc1ccccc1)N1CCC(c2n[nH]c(=O)n2-c2ccccc2)CC1	i
Cc1ccc(C)c(CSc2nc3ncccc3[nH]2)c1	?

# Exported field by field: four of the compounds above
> CN1c2cc(C(=O)Nc3cccc(OC(F)(F)F)c3)ccc2C(=O)N2CCCC21 (stereo unspecified)
  Pf Dd2 growth: -14%
> N#Cc1ccc(CN2CCn3c(nn(-c4ccc(C(F)(F)F)cc4)c3=O)C2)cc1
  Pf Dd2 growth: -20%
> NC(=O)[C@H](Cc1ccc(O)cc1)NC(=O)C1=C[C@@H](NC(=O)c2cccnc2)[C@@H](O)[C@H](O)C1
  Pf Dd2 growth: 47%[activator]
> C[S+](=O)([O-])N1C2CCC1CN(Cc1cccnc1)C2
  Pf Dd2 growth: -9%[44.1 µM]

# Going on with the list.
molecule	Pf Dd2 growth
CCOC(=O)c1ccc(NC(=O)Cn2cccc2-c2nc(-c3ccc(OC)c(F)c3)no2)cc1	40%[activator]
COc1ccc(C(=O)N2CCCCCCN(C)C(=O)[C@@H]3CCC[C@@H]32)cc1F	-4%
O=C(c1ccc(F)cc1)N1CCC(Oc2ccccc2)C1 (stereo unspecified)	-7%
FC(F)(F)c1cccc(C2=NOC3(CCCN(Cc4ccccn4)C3)C2)c1 (stereo unspecified)	15%
N#Cc1ccc(C(=O)Nc2ccc([C@@H](O)[C@H]3COCC(=O)N3)cc2)cc1	?
O=C(NC1CCN(c2cc(-c3ccc(Cl)cc3)[nH]n2)C1)c1cccnc1 (stereo unspecified)	i
COc1ccccc1CC(=O)N1CCN(C(=O)c2nnn3c2COC(c2ccc(C)cc2)C3)CC1 (stereo unspecified)	?
COc1ccc(Cn2c(=O)[nH]c3cc(C(=O)N4CCN(c5ccccc5)CC4)ccc3c2=O)cc1	3%
c1ccc(-c2ccnc(NCC3OCCc4ccccc43)n2)nc1 (stereo unspecified)	?
Cc1ncncc1C(=O)N1CCCC(c2nnc(Cn3cccn3)n2C)C1 (stereo unspecified)	6%
O=S(=O)(NCCc1noc(-c2ccccc2)n1)c1ccc(Cl)cc1	i
O=C(c1ccccc1F)N1CCC2(CC1)CC(N(Cc1ccccc1)C1CC1)CCO2 (stereo unspecified)	?

# Reprinted from the results shown for reference:
molecule	Pf Dd2 growth
Cn1c(CO[C@H]2CN(S(=O)(=O)Cc3ccccc3)C[C@H]2F)nc2ccccc21	i
CNC(=O)C1CCC(Cn2c(=O)c3sccc3n(CC(=O)Nc3ccc(C)cc3C)c2=O)CC1 (stereo unspecified)	6%
Cc1ccc(S(=O)(=O)c2cn(C)c3cc(N4CCN(c5ccccc5)CC4)c(F)cc3c2=O)cc1	-24%

# Further compounds
molecule	Pf Dd2 growth
COc1ccc(N2C(=O)CSC23CCN(C(=O)c2cccc(OC)c2)CC3)cc1	i
Cc1ccc(-n2ncc(C(=O)N3CCN(c4ccccc4F)CC3)c2C2CCN(C(=O)OC(C)(C)C)CC2)cc1C	3%
Cc1ccc(S(=O)(=O)Nc2ccc(C)n(CC(=O)NCc3ccccc3)c2=O)cc1	6%
CC(=O)Nc1ccc(NC(=O)Cn2cccc2-c2nc(-c3ccc(F)cc3)no2)cc1	-18%
COc1ccc(NC(=O)O[C@@H]2C=C[C@H](c3c(C)nn(-c4ccc(F)cc4)c3C)C2)cc1	?
Cc1ccc(-c2c(C(=O)NCCc3ccccc3)oc(=O)c3ccccc23)cc1	?
O=C(Cn1c(=O)oc2ccccc21)N1CCCC(Cc2noc(-c3ccncc3)n2)C1 (stereo unspecified)	1%
CC(C)c1cccc(NC(=O)Cn2cccc2-c2nc(-c3ccc4c(c3)OCO4)no2)c1	?
CCCC[C@H](N)C(=O)N1CCC2(CC1)CC(=O)N(Cc1cc(F)cc(F)c1)C2	-25%
Cn1nc(-c2cccs2)cc1[C@H]1CN2CC[C@H]1C[C@@H]2CN	i
CCOC(=O)C1=C(C)N=C2SC=C(CC(=O)NCC3CCCO3)N2C1c1ccc(C)cc1C (stereo unspecified)	-13%
Fc1ccc(-c2nc3c4c(-c5ccccc5)c(-c5ccccc5)oc4ncn3n2)cc1	30%
CNc1ccc(-c2nc(-c3ccco3)no2)cc1[N+](=O)[O-]	13%
